Assay outcomes (PubChem BioAssay)
UHRF1 MBD2 ctr – UHRF1 methylated DNA binding inhibitors, primary screen, counter-screen for MBD2 inhibitor project, biochemical, TR-FRET, human UHRF1, single concentration. inhibition, % at 4.4 µM. UHRF1 binding to methylated oligo. 0.75% of 370,000 active; in the data active means inhibition above about 21%;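 further: UHRF1 SRA domain binding a hemimethylated CpG hairpin DNA probe; 0% = median of test compound wells and 100% = reference inhibitor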
Target sequence (Q96T88 whole entry, looked up, the tested form may be a part): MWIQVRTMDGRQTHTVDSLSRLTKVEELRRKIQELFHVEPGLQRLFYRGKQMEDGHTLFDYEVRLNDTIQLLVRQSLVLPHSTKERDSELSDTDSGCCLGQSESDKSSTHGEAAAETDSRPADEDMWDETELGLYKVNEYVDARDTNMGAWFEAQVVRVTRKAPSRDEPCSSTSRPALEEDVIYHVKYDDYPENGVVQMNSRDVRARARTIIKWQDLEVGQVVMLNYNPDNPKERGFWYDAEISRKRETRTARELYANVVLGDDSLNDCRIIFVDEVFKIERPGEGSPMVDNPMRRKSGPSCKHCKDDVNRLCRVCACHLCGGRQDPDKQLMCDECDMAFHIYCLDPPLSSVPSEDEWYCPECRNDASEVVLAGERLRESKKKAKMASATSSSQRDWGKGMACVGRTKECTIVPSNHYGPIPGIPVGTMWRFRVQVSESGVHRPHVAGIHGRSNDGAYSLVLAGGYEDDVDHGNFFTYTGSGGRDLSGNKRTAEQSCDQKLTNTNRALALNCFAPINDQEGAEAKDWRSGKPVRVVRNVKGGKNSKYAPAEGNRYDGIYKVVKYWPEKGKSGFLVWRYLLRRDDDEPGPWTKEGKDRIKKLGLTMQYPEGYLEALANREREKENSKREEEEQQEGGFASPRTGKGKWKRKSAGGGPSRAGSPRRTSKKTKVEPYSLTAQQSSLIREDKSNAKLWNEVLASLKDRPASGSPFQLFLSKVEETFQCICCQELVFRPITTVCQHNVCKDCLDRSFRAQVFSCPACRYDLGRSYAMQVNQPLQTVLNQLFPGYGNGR
HTRA1 inh – HTRA1 serine protease inhibitors, primary screen, biochemical, fluorescence polarization, HTS. Q92743. recombinant HTRA1, FP-rhodamine activity-based probe. inhibition, % at 5.96 µM. 0.5% of 340,000 active. AID 504803, 2011; in the data active means inhibition above about 36%;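 further: 0% = enzyme with DMSO and 100% = wells lacking enzyme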
DDE Tn7 FP inh – inhibitors of Tn7 peptide binding to fibrin DD(E), primary screen, biochemical, fluorescence polarization, human fibrin, Tn7 probe; inhibition, % at 8.3 µM; FP displacement of FITC-Tn7 peptide from fibrin DD(E); 0% = median of compound wells per plate; AID 720508, 2013; 0.13% of 370,000 active;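 active means inhibition above the mean of compounds falling within the control limits plus 3 SD of them, cut at about 14% in these data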;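 further: 0% = plate median of compound wells and 100% = 10 µM Aha-Tn7 peptide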
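Test system – human fibrin DD(E) · Times – 10 min preincubation, 3 h with tracer, room temperature · Detection – fluorescence polarization of the labelled Tn7 tracer · Measure – percent inhibition normalized to high-control wells · Benchmarks – high control wells with 10 µM unlabelled Aha-Tn7 peptide (full inhibition) · Repeats – singlicate testing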
PG9 Ab binder – binders of HIV-1 gp120 antibody PG9, primary screen, biochemical, TR-FRET; 0.43% of 360,000 active; AID 624416, 2012; HIV-1 gp120 / PG9 antibody interaction; TR-FRET gp120-PG9 antibody binding; inhibition, % at 6.7 µM; in the data active means inhibition above about 8.5%
LEDGF integ inh – blockers of LEDGF/p75-dependent integrase strand transfer – biochemical, TR-FRET, high throughput, primary screen. TR-FRET IN-LEDGF/p75 DNA integration, Eu/Cy5. inhibition, % at 3.7 µM. 0.64% of 370,000 active. AID 743269, 2014;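 active means inhibition above the screen-wide mean plus 3 SD, cut at about 13% in these data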;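 further: signal is the Cy5 over europium emission ratio at 671 and 618 nm; 0% = plate median of compound wells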
ABHD4 inh – ABHD4 inhibitors, primary screen, biochemical, fluorescence polarization, mouse; purified mABHD4, FP-Rh probe fluorescence polarization; inhibition, % at 8.92 µM; AID 720543, 2013; 0.54% of 370,000 active; (Lyso)-N-acylphosphatidylethanolamine lipase (Mus musculus), Q8VD66;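 active means inhibition exceeding the mean over every tested compound plus 3 SD, cut at about 30% in these data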;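 further: 0% = plate median of compound wells and 100% = S159A mutant with DMSO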
Target sequence (Q8VD66 whole entry, looked up): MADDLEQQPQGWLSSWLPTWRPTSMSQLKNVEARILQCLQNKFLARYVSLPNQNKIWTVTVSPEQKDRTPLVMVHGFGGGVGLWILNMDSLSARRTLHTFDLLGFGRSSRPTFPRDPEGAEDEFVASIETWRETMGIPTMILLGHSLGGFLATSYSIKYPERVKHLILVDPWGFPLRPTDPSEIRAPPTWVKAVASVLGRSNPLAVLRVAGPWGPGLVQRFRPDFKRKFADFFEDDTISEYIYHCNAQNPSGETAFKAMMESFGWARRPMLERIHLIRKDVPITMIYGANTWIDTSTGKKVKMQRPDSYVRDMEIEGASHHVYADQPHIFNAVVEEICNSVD
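system = mouse ABHD4 enzyme, wild type | medium = HEPES pH 7.0, NaCl, Pluronic buffer | also added = FP-Rh probe | incubation = Enzyme–compound pre-incubation 45 min, then probe 60 min, both 25 °C | technique = fluorescence polarization, excitation 525 nm, emission 598 nm, BODIPY TMR filters | controls = S159A mutant high control, sample median low control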
PRMT1 FP inh – PRMT1 methyltransferase inhibitors, primary screen, biochemical, fluorescence polarization | Protein arginine N-methyltransferase 1 (Homo sapiens), Q99873 | inhibition, % at 2.79 µM | recombinant PRMT1, activity-based probe fluorescence polarization | AID 652257, 2013 | 1.3% of 370,000 active;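 active means inhibition above about 21% made by adding two undisclosed values, limit read from the data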
SIAE primary – human SIAE inhibitors, primary screen, biochemical, fluorescence polarization, FP-Rh probe, 1536-well HTS | Sialate O-acetylesterase (Homo sapiens), Q9HAT2 | SIAE FP-Rh probe binding | inhibition, % at 9.66 µM | 0.69% of 370,000 active;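 active means inhibition above a cutoff: mean of compounds within the control limits plus 3 SD of those, cut at about 17% in these data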;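 further: 0% = plate median of compound wells and 100% = probe without SIAE protein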
TCR CD3 inh – inhibitors of human TCR-CD3 interaction, primary screen, biochemical, fluorescence, TAMRA-labeled TCR probe; inhibition, % at 9.4 µM; 0.37% of 360,000 active; AID 651800, 2012; in the data active means inhibition above about 19%;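 further: recombinant mutant TCR 2C K166C tagged with TAMRA read by polarization; 0% = receptor in buffer alone and 100% = receptor with positive control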
TDP2 inh – human TDP2 enzyme inhibitors, primary screen, biochemical, epi absorbance, recombinant enzyme; Tyrosyl-DNA phosphodiesterase 2 (Homo sapiens), O95551; T5PNP hydrolysis, p-nitrophenol absorbance 415 nm; inhibition, % at 12.8 µM; 0.34% of 370,000 active; AID 720702, 2013;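 active means inhibition above the mean of all tested compounds plus 3 SD, set per campaign, cut at about 25% in these data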;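 further: 0% = DMSO with enzyme and 100% = buffer with substrate but no TDP2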
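Read-out basis: percent inhibition. System: recombinant human TDP2. Buffer or medium: Mg2+-containing Tris-HCl buffer, pH 7.5. Repeats: single replicate. Timing: reaction 2 h, 37 °C. Benchmarks: high control without enzyme, low control DMSO plus TDP2. Probe or stimulus: 5 mM T5PNP. Doses: 12.8 µM only. Measured by: epi absorbance of p-nitrophenol freed from T5PNP by hydrolysis.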
An asterisk follows results filed as active; / = not tested or not shown. Compounds as they come (roughly 4.2% active in at least one column).

SMILES	UHRF1 MBD2 ctr	HTRA1 inh	DDE Tn7 FP inh	PG9 Ab binder	LEDGF integ inh	ABHD4 inh	PRMT1 FP inh	SIAE primary	TCR CD3 inh	TDP2 inh
O=C(/C=C/Nc1cccc([N+](=O)[O-])c1)c1cccs1	1	-9	0	0.9	1	4	4	-5	0	2
COc1ccc(CC(=O)Nc2cccc3c2CCCC3)cc1	4	1	-4	-1.1	1	-4	1	5	-5	-20
CN1c2ccccc2C(C)(C)[C@]12C=Cc1cc(O)ccc1O2	-11	-32	2	-1.7	2	-119	10	-78	-17	4
COc1ccccc1N(Cc1cc(=O)[nH]c2ccccc12)C(C)=O	0	0	-10	0.7	0	3	4	2	-1	-6
CC(NC(=O)C(=O)N1CCCCC1)C(c1cccs1)N1CCN(c2ccc(F)cc2)CC1 (centres undefined)	0	0	-1	-0.9	3	6	-2	-1	1	-2
Cc1nc2ccc(S(=O)(=O)NCC(=O)N(C)Cc3ccc(F)cc3)cc2s1	3	/	2	/	-2	1	4	-2	/	2
CCN(c1cccc(C)c1)S(=O)(=O)c1ccc2c(c1)N(C(C)=O)CCS2	-2	-10	2	0.4	6	-6	-3	3	-2	-10
Cc1ccc(Cc2c(-c3ccc(Cl)cc3)nc3c(Cl)cc(C(F)(F)F)cn23)cc1	2	/	-5	-1.6	0	-13	-4	-3	10	-9
O=c1[nH]cnc2scc(-c3ccc(F)cc3)c12	2	-5	-5	1.1	0	4	0	13	-7	-9
CCC1Oc2ccccc2N(CC(=O)NCCCN2CCN(CC)CC2)C1=O (centres undefined)	0	6	4	0.0	-1	5	3	4	4	3
CCC(C)(C(=O)Nc1ccccc1C)N(C(=O)CNC(C)=O)c1ccccc1C (centres undefined)	1	2	4	-0.7	-7	4	2	3	-3	-1
N#Cc1ccc(C(=O)OCC(=O)Nc2cccc(S(=O)(=O)NC3=NCCC3)c2)cc1	4	4	-7	-0.5	1	2	1	-6	1	4
COCCn1cnc2c1c(=O)n(CC(=O)NC(=O)NC(C)(C)C)c(=O)n2Cc1ccccc1	-3	8	7	-2.9	-1	-4	-4	0	4	39*
COc1cccc(C(C(=O)NC2CCCC2)N2CCN(c3ncccc3C#N)CC2)c1OC (centres undefined)	2	/	2	-0.2	-1	12	-2	8	7	0
CCCN(CC(=O)Nc1ccccc1C)C(=O)c1cccc(-n2cnnn2)c1	1	6	1	1.9	1	2	2	-2	2	-5
CCCOP(=O)(c1ccccc1)c1ccccc1	1	0	-6	-1.6	-2	5	0	-1	-8	6
CN(Cc1cccs1)S(=O)(=O)c1cccs1	-2	-1	4	-0.2	1	-4	-3	-1	9	-6
CCCOc1ccc(C(=O)NC(=S)NCc2cccnc2)cc1	-2	-10	3	-0.6	-2	-4	-1	-2	5	13
COC(=O)C1=C(NC(=O)CCCCl)CCS1	6	1	-5	0.1	1	16	9	1	-1	7
Cc1ccc(-c2nc(CS(=O)(=O)CC(=O)NCCCN3CCN(C)CC3)c(C)o2)cc1	-1	-1	-7	1.9	-1	-5	-3	1	-2	0
COc1ccc(NC(=O)c2cnc3n(c2=O)CCS3)cc1OC	1	4	-9	0.8	4	0	0	-5	8	7
CC1CCCCN1CC(=O)NC(c1ccccc1)c1ccccc1 (centres undefined)	1	-10	6	0.5	-1	1	0	4	0	-1
Cc1sc2nc3ccc(N4CCCCC4)nn3c(=O)c2c1C	2	-11	4	-2.0	-1	3	4	2	-7	0
CC(C)n1c(N2CCN(C(=O)c3cccs3)CC2)nc2ccccc21	0	-3	1	-0.5	-3	0	2	-1	-3	5
CCOc1ccc(NC(=O)COC(=O)c2cc(S(=O)(=O)N3CCCC3)ccc2C)cc1	2	-11	-5	-0.6	1	-13	0	0	-7	-18
CC(=O)Nc1cccc(-c2nnc(SCc3ccccc3C#N)n2C)c1	0	-9	5	1.5	-1	3	0	1	-5	3
CC(C)(C)OC(=O)NCCC(=O)N/N=C/c1ccc2nccnc2c1	4	1	-2	-1.2	-8	1	9	-5	-3	-10
CCCOC(=O)c1ccc(NC(=O)C(=O)NCC2CCCO2)cc1 (centres undefined)	2	3	-2	-1.8	0	0	1	2	3	9
Cc1ccc(C)c(N2CCN(S(=O)(=O)c3ccc4c(c3)oc(=O)n4C)CC2)c1	1	6	3	0.4	2	3	1	0	9	3
O=C1c2ccccc2C(=O)N1CCn1nc(Cl)nc1Cl	2	3	4	-2.1	-2	8	0	2	-1	5
NC(=S)NN=C(c1ccccc1)c1ccccc1	3	-8	0	1.1	1	2	10	-2	-7	-10
CC(=O)c1ccc(NS(=O)(=O)c2ccc([N+](=O)[O-])cc2)cc1	3	-3	10	-0.9	6	-4	-3	-5	-5	-15
COc1ccc(N2CCN(C(=O)/C=C/[C@H]3O[C@@H](n4ccc(=O)[nH]c4=O)[C@H](O)[C@@H]3O)CC2)cc1	-3	/	10	0.9	-2	-1	2	5	4	0
Cc1cc(C)cc(OCC(=O)N2CCN(c3ncccn3)CC2)c1	-3	-4	9	1.2	0	6	-1	0	5	3
CN(C)C(=O)c1cc2cc([N+](=O)[O-])ccc2s1	-2	-2	-2	-0.9	4	6	0	1	-2	1
CCCCOc1ccc2ccccc2c1C=O	-2	-13	1	-0.7	4	2	0	2	4	3
COC(=O)c1c(-c2ccccc2)c[nH]c1C	-2	5	-7	-4.1	1	-2	-6	-6	-8	5
CCN(CC)CCNC(=O)c1ccc(Sc2ccc(C)cc2)c(NC(C)=O)c1	1	2	-10	2.1	3	-2	-2	1	6	-3
CCNS(=O)(=O)c1ccc(CCC(=O)N2CCC(C)CC2)cc1	-2	-5	-1	-0.1	2	5	-2	5	3	0
COc1cc(-c2nc3cnccn3c2Nc2ccc(C(C)C)cc2)ccc1O	1	5	-3	0.6	2	19	0	0	-6	-1
Cc1cccc(C)c1NC(=O)C1c2ccccc2OCC(=O)N1CCc1ccccc1 (centres undefined)	3	/	2	-2.5	2	-4	3	3	4	8
O=C1CC(C(=O)NCc2ccccc2)N=C(N2CCCCC2)N1 (centres undefined)	1	-4	-3	-3.1	2	-1	1	-6	3	-15
Cc1cc(/C=C(\C#N)C(=O)Nc2ccccc2)c(C)n1-c1ccc2c(c1)OCO2	0	-17	0	1.1	-4	20	4	-10	2	-5
CC(C(=O)NCC1(c2ccccc2)CCOCC1)N1CCOCC1 (centres undefined)	-1	-2	-4	0.1	5	1	0	3	2	-1
O=C(N/N=C\C=C\c1ccc2c(c1)OCO2)c1cccnc1	33*	0	9	-8.4	-2	-2	-2	9	1	-12

Another view of part of the listing above.
| structure | UHRF1 MBD2 ctr | HTRA1 inh | DDE Tn7 FP inh | PG9 Ab binder | LEDGF integ inh | ABHD4 inh | PRMT1 FP inh | SIAE primary | TCR CD3 inh | TDP2 inh |
| --- | --- | --- | --- | --- | --- | --- | --- | --- | --- | --- |
| CN(C)C(=O)c1cc2cc([N+](=O)[O-])ccc2s1 | -2 | -2 | -2 | -0.9 | 4 | 6 | 0 | 1 | -2 | 1 |
| CCCCOc1ccc2ccccc2c1C=O | -2 | -13 | 1 | -0.7 | 4 | 2 | 0 | 2 | 4 | 3 |
| COC(=O)c1c(-c2ccccc2)c[nH]c1C | -2 | 5 | -7 | -4.1 | 1 | -2 | -6 | -6 | -8 | 5 |

(further entries)
SMILES	UHRF1 MBD2 ctr	HTRA1 inh	DDE Tn7 FP inh	PG9 Ab binder	LEDGF integ inh	ABHD4 inh	PRMT1 FP inh	SIAE primary	TCR CD3 inh	TDP2 inh
O=C(NC1CCN(Cc2ccccc2)CC1)c1ccccc1NS(=O)(=O)c1ccc(F)cc1	0	2	-3	-0.6	0	-3	-1	4	-1	5
NS(=O)(=O)c1ccc(NC(=O)C2(c3ccccc3)CCCC2)cc1	3	-5	-5	-1.1	-4	5	4	2	-7	-4
CCn1c(SCC(=O)N2CCOCC2)nc2c([nH]c3ccccc32)c1=O	3	5	12	-0.9	-2	2	-1	2	1	3
COc1ccc(N(C(=O)C2COc3ccccc3O2)C(C(=O)NC2CCCCC2)c2ccccc2)cc1OC (centres undefined)	1	-13	2	-0.9	0	-3	2	-5	-7	-1
C/C(=N\NC(=O)Cc1ccc(Cl)cc1)c1ccccn1	0	-3	-3	0.4	1	-2	-1	4	8	10
COC(=O)[C@]12C[C@H](CC(=O)NCCCCc3ccccc3)C(=O)N(Cc3ccco3)C1=C[C@H](C(C)(C)C)O[C@@H]2C	-4	/	-5	/	1	-8	4	-5	/	-7
CCCCn1nnc(NC(=O)c2ccc(-c3ccccc3)cc2)n1	-3	-12	3	8.1	0	-5	0	8	1	5
COc1ccc(NC(=O)NC(C)c2ccc3c(c2)OCO3)c(OC)c1 (centres undefined)	3	6	-5	1.5	0	-8	7	-4	-8	-13
CCN(C(=S)NC(=O)c1ccco1)c1cccc2ccccc12	-6	14	3	0.9	6	36*	15	3	-9	11
COc1ccc(N(CC(=O)N/N=C/c2ccc(N(C)C)cc2)S(=O)(=O)c2ccccc2)cc1	-6	3	1	0.3	6	7	4	16	0	-3
Cc1nc2scc(-c3ccc(Cl)cc3)c2c(=O)n1N	-3	-2	4	-1.7	-1	-1	0	12	-2	12
O=C(COC(=O)C1=COCCO1)NCc1ccc(Cl)cc1Cl	-3	0	-2	1.1	3	-2	0	-4	5	2
COc1ccc(CCCc2nnc(SCC(=O)N/N=C\c3ccc(O)c(OC)c3)o2)cc1C	0	-3	8	-0.6	1	-4	-2	3	10	-4
CCn1c(SCC(=O)Nc2ccc(OC)cc2OC)nc2nc3c(cc2c1=O)COC(C)(C)C3	0	13	1	-0.5	3	6	2	-2	-10	2
CC(C)(C)C1CCC(OCC(O)CN2CCN(c3ccccc3)CC2)CC1 (centres undefined)	-2	2	7	-0.1	-1	2	-2	-5	6	-10
CCC(=O)OCCCN1C(=O)CCC12CCC(C)CC2 (centres undefined)	-2	/	2	/	0	0	0	-7	/	9
Cn1c(CNC(=O)OC(C)(C)C)nnc1SCc1c(Cl)cccc1Cl	1	-3	0	-1.2	0	8	0	4	6	1
Cc1ccc(C2=C/C(=C/c3cccnc3)C(=O)O2)c(C)c1	1	2	3	-0.5	-2	4	9	-12	-8	3
